MT stabilize HCS: stabilizes microtubules in HeLa cells; HeLa tubulin immunostaining HCS, 24 h; share of cells brighter than vehicle mean+2SD; actives 0.83% (n = 200,000); AID 2205; % tubulin-high responders, % at 10 µM;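 active = plate Z-score above 3 for both tubulin-high and condensed-nucleus cell shares, with cell loss under 80%, at 10 µM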;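 note: anti alpha tubulin signal scored within the nucleus-defined area of each cell; some results filed as inactive read as strong as hits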
bCat nuc transl: alters nuclear translocation of beta-catenin in HeLa cells; immunofluorescence imaging; nuclear translocation activity, % at 5 µM; actives 0.3% (n = 190,000); AID 1665;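 active = nuclear translocation activity above 50% at 5 µM, with a well cell count of 50 or more; inconclusive = wells under 50 cells across six images, flagged as toxic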;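 note: per-cell ratio of nuclear to cytoplasmic median beta-catenin stain intensity; plate controls were DMSO negative control for no effect and GSK-3 inhibitor IX positive control for full effect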
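Signal – beta-catenin immunofluorescence imaging with DAPI · Test system – human HeLa cell line · Dosing – 5 µM primary single dose, 0.1% DMSO, 0.02–20 µM confirmation series · Measure – % activation, nuclear-to-cytoplasmic median beta-catenin signal ratio per cell · Incubation – 24 h compound exposure at 37°C, 5% CO2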
TNAP activators: human TNAP enzyme activators, primary screen, biochemical, luminescent, no phosphate acceptor, uHTS (AID 1001); purified TNAP, luminescent activation assay, no phosphate acceptor; higher activation fold means a stronger effect; one-dose activation fold at 20 µM; EC50 in µM for titrated hits; actives 0.03% (n = 200,000); in the data active = activation fold from about 3, or a potency from the dose series; inactive = the rest, 99 in 100 with activation fold below about 1.6; note: many of its hits are not listed in these tables
T cell HTS: T cell immune modulation candidate; 2C CD8+ T cell-vesicle binding, flow cytometry; hits give low values; calls only at 7 µM; actives 0.068% (n = 330,000); AID 2052;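 active = response, share of CD8 T cells binding vesicles, and their 90th percentile fluorescence all below set limits, cut at about 80% in these data, passing the limit was not always enough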
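Benchmarks: naked versus QL9-loaded vesicles / Assay system: purified 2C TCR transgenic mouse naive CD8+ T cells / Technique: high-throughput flow cytometry with anti-B7-1 and anti-CD8 staining / Timing: Cell–vesicle co-incubation 1.5 h at 37 °C, staining 20 min on ice / Read-out: percent CD8+ FL2 mean versus row control / Probe or stimulus: QL9-loaded Drosophila micro-vesicles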
Insulin prom up: MIN6 insulin promoter up-regulation. actives 0.3% (n = 190,000). z-score at 5 µM. MIN6 insulin promoter-GFP reporter, high-content imaging; hits give high values;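 active = z-score above 3 at 5 µM with at least 500 cells counted in the well; inconclusive = wells under 500 cells, flagged as cytotoxic or low count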
Lipid droplet: hepatic lipid droplet formation modulation. actives 0.4% (n = 240,000). AML12 mouse hepatocytes, oleate lipid droplets, BODIPY imaging. inhibition, % at 6.5 µM;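 active = lipid droplet intensity inhibited by at least 50%, with more than 500 cells counted; inconclusive = wells with under 300 cells, treated as cytotoxic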
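Assay system: AML12 hepatocytes (mouse) / Also added: 100 µM oleic acid challenge / Times: overnight treatment with compound plus oleate / Detection: high-content imaging of BODIPY-stained droplets and DAPI nuclei / Evaluation: % inhibition of lipid droplet signal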
PMI inhibitors: inhibitors of human PMI, primary screen, biochemical, fluorescence intensity, coupled assay (AID 1209) | inhibition, % at 20 µM; hits with a dose series show IC50 in µM | purified PMI enzyme, coupled fluorescence intensity; higher % means a stronger effect | actives 0.42% (n = 190,000); in the data active = inhibition above about 50%;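 note: plate controls were DMSO vehicle for no effect and wells lacking substrate for full effect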
Dynein cargo inh: dynein cargo transport inhibition. 3617.4 mouse cells, GR-EGFP nuclear translocation imaging; test concentration mostly 20 µM; stimulated with dexamethasone, 1 µM; hits give low values. z-score, hits read low. actives 0.47% (n = 220,000). AID 1381;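 active = plate z-score of nuclear minus cytoplasmic receptor signal below a set negative limit, without overly bright fluorescence or cell loss, cut at about -3.5 in these data, passing the limit was not always enough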;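 note: z-score of nuclear minus cytoplasmic ring GR-EGFP intensity difference per well; some compounds called inactive have numbers as strong as hits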
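Schedule: 48 h induction, then 1 h compound, then 30 min agonist, 37 °C. Buffer or medium: tetracycline-free induction medium containing charcoal-stripped FBS. Reagent: 1.0 µM final dexamethasone stimulus. Evaluation: nuclear versus cytoplasmic GR-EGFP signal, averaged per well. Signal: high-content fluorescence imaging after fixation.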
Myeloid diff MLP: compounds promoting myeloid differentiation. ER-HoxA9 myeloid progenitors, lysozyme-GFP differentiation, flow cytometry. calls only at 10 µM. AID 624256. actives 1% (n = 360,000);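 active = normalized GFP-positive differentiation at or above the plate's own cutoff, the solvent-only control mean plus 3 SD; inconclusive = no clear call, values can overlap the other calls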;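 note: cells exposed to compound for four days before flow analysis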
Dynein cargo inh cytoplasmic EGFP: recorded beside Dynein cargo inh, whose call it bears; z-score; measured here: cytoplasmic GR-EGFP intensity; hits give high values
Dynein cargo inh nuclear GR-EGFP: recorded beside Dynein cargo inh, whose call it bears; z-score; measured here: nuclear GR-EGFP intensity;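 lower value marks the stronger effect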
Dynein cargo inh cell count: second read-out of Dynein cargo inh, no call of its own (marks repeat the call); z-score; measured here: cell count per field
Insulin prom up cell count: second read-out of Insulin prom up, no call of its own (marks repeat the call); cell count; measured here: cytotoxicity, nuclei count;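 total cells summed across four imaged fields per well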
Lipid droplet cells 6.5 µM: second read-out of Lipid droplet, no call of its own (marks repeat the call); cell count; measured here: cell count, cytotoxicity flag;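 cells counted across two imaged fields per well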
bCat nuc transl cell count 5 µM: also measured in bCat nuc transl; calls as there; cell count; measured here: cell count, cytotoxicity flag
T cell HTS vesicle-bound %: also measured in T cell HTS; calls as there; double positive events, %; measured here: CD8+ vesicle-bound cell fraction;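 binding gate set so that unloaded-vesicle control wells show 10% double positive cells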
MT stabilize HCS Hoechst-high %: second read-out of MT stabilize HCS, no call of its own (marks repeat the call); % Hoechst-high responders; measured here: nuclear condensation Hoechst responders;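 share of cells brighter than vehicle mean plus two SD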
MT stabilize HCS cytotoxicity %: second read-out of MT stabilize HCS, no call of its own (marks repeat the call); toxicity, %; measured here: cytotoxicity by cell density;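 0% = mean cell density of plate MIN control wells and 100% = no cells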
Myeloid diff MLP GFP+ MAC1+ %: also measured in Myeloid diff MLP; calls as there; GFP+ MAC1+ double positive, %; measured here: differentiation confirmed by MAC1 staining
Starred values were filed as active, the others as inactive; i = inactive; ? = inconclusive; . = not tested or not shown.

no.	canonical_smiles	MT stabilize HCS	MT stabilize HCS Hoechst-high %	MT stabilize HCS cytotoxicity %	bCat nuc transl	bCat nuc transl cell count 5 µM	TNAP activators	T cell HTS	T cell HTS vesicle-bound %	Insulin prom up	Insulin prom up cell count	Lipid droplet	Lipid droplet cells 6.5 µM	PMI inhibitors	Dynein cargo inh	Dynein cargo inh cytoplasmic EGFP	Dynein cargo inh nuclear GR-EGFP	Dynein cargo inh cell count	Myeloid diff MLP	Myeloid diff MLP GFP+ MAC1+ %
1	Cc1cccc(OCCC(=O)N(C)CC(=O)Nc2cccc3ccccc23)c1	3.7	2.8	10	0.9	1106	1.2	i	27	0.46	1481	-71	609	20%	-0.05	0.81	0.42	0.044	i	0.3
2	COC(=O)c1ccc2nc(C)c(C)nc2c1	2.2	1.7	7.5	-0.4	1383	1.1	i	38	-0.55	1705	.	.	-6%	-0.44	-0.2	-0.38	0.79	i	0.8
3	O=C(NCCO)/C(=C/c1cccc([N+](=O)[O-])c1)NC(=O)c1ccco1	2.2	2.3	9.2	-4.7	1151	1.1	i	48	-0.17	1435	4	671	17%	0.34	-0.19	0.066	-0.47	i	0.1
4	Cc1c(Cl)cccc1N(CC(=O)NC1CCCCC1)S(C)(=O)=O	3.0	1.7	7.5	-4.5	944	1.1	i	52	0.89	1219	.	.	-3%	-0.19	-0.22	0.16	0.28	i	0.8
5	Cc1c(Cl)cccc1NC(=S)NCc1ccc(Cl)cc1	1.4	1.9	7.6	.	.	.	i	36	.	.	.	.	.	0.63	0.061	1	0.55	i	0.5
6	COC(=O)C1=[N+]([O-])OC(C(=O)OC)C1c1c[nH]c2ccccc12 (stereo not drawn)	5.4	1.3	9.1	-0.4	1360	1	i	13	-1.1	1640	.	.	1%	-1.1	-0.045	-0.35	-0.17	i	6.7
7	CCCCC(=O)NN(C)c1nc(-c2ccccc2)nnc1C(F)(F)F	1.5	1.3	3.8	5.9	834	1	i	41	.	.	-28	771	6%	-0.7	-0.14	-0.47	0.89	i	1.0
8	CCOc1ccc(-c2ccc(SCC(=O)Nc3nnc(CC)s3)nn2)cc1	6.4	1.2	5.8	-1.4	1097	1	i	35	0.39	1276	-15	672	-24%	-0.21	-0.33	0.05	0.49	i	0.7
9	O=C(CNS(=O)(=O)c1cccs1)N1CCN(c2ccccn2)CC1	1.6	2.4	13	-0.7	1326	1.1	i	2	-0.94	1637	.	.	4%	0.067	-0.19	0.36	-0.21	i	1.1
10	COc1cc(OC)c(OC)cc1CNCCSc1nnnn1C	3.5	1.8	7.8	0.3	1463	1	i	26	0.24	1411	3	643	2%	2.4	0.073	2.4	-2	i	0.4
11	Cc1cc(NC(=O)CCC(=O)N(Cc2ccco2)C2(C(=O)NC3CCCCC3)CCN(C)CC2)no1	4.5	3.9	6.0	-8.0	905	1.1	i	42	-0.35	1447	.	.	-9%	-1.3	-0.35	-0.6	1.2	i	0.8
12	O=C(COC(=O)c1ccc2c(c1)OCO2)NCc1ccc(Cl)cc1	1.7	0.9	4.9	-1.2	873	1.1	i	47	0.77	1234	.	.	3%	1.4	-0.25	1.6	-0.8	i	2.1
13	COc1cccc(CC2(CO)CCN(CC3=CC[C@H]4C[C@@H]3C4(C)C)CC2)c1	1.4	2.4	4.6	-0.8	972	1	i	30	-0.53	1611	-2	689	-8%	-0.45	-0.1	-0.44	0.67	i	0.8
14	O=C1C2C3C=CC(C4CC34)C2C(=O)N1/N=C/c1cccs1 (stereo not drawn)	4.1	1.4	2.1	2.2	483	1.1	i	49	0.13	1131	-9	659	2%	1.6	-0.2	1.1	-1.5	i	0.4
15	CC1C/C(=C\c2cccnc2)C(=O)/C(=C/c2cccnc2)C1 (stereo not drawn)	32*	11*	55*	-0.5	983	1	i	30	-1.6	765	-35	536	14%	-6.4*	0.83*	-2.7*	-0.32*	?	.
16	COCCNC(=O)NC(=O)COC(=O)c1cccn1C	3.4	2.0	8.1	0.1	1161	1	i	12	-0.17	1232	-6	680	-16%	-0.65	-0.13	-0.22	-0.11	i	0.6
17	CC(=O)c1c(C)[nH]c(C(=O)OCC(=O)Nc2cc(C)on2)c1C	4.5	1.7	3.5	5.4	1111	1.1	i	29	0.95	1199	1	765	10%	-1.1	-0.1	-0.23	0.49	i	2.1
18	COc1ccc(OC)c(Nc2nc(NCc3ccco3)nc(N)c2[N+](=O)[O-])c1	.	.	.	-0.5	1359	.	i	26	.	.	43	656	.	0.61	-0.015	0.87	-0.033	i	0.2
19	CC(C)CCNC(=O)c1cc2c(s1)-c1ccccc1S(=O)(=O)C2	.	.	.	-0.6	1335	.	i	34	0.38	901	1	642	.	2.5	-0.018	1.7	-3	i	0.5
20	O=C(C1CCCO1)N1CCN(c2ccccn2)CC1 (stereo not drawn)	1.6	2.0	5.2	0.2	1500	1	i	42	.	.	1	711	14%	-0.88	-0.19	-0.58	0.28	i	0.5
21	CCOC(=O)C1=C(N)OC2=C(C(=O)CC(C)(C)C2)C1c1cccnc1 (stereo not drawn)	0.5	1.4	1.9	-3.0	843	1	i	37	0.55	1364	.	.	-8%	0.11	-0.23	-0.098	0.94	i	1.4
22	CCNc1ccc(S(N)(=O)=O)cc1[N+](=O)[O-]	2.1	1.5	7.8	-0.8	1187	1.1	i	39	-0.5	1460	11	674	20%	-0.14	-0.092	0.053	0.4	i	0.3
23	CSc1nc(-c2ccccc2)nc(N)c1C(C)=O	2.0	1.3	13	-12	1106	1.1	i	26	.	.	6	779	6%	-0.74	-0.14	-0.42	0.49	.	.
24	CCC1=C2CC[C@H]3C(=O)N(C)C(=O)[C@H]3[C@H]2[C@@]2(Cc3ccccc3)C(=NCC(=O)OC)OC(=O)N2C1=O	.	.	.	0.4	1303	.	i	8	-0.08	1023	-5	673	.	-1.3	-0.84	-0.66	1.3	i	1.2
25	CC1(C)CNc2cc([N+](=O)[O-])ccc2S1	4.1	1.3	6.9	-0.3	1536	0.9	i	59	0.27	1481	-30	527	2%	0.78	-0.29	0.23	-0.18	i	0.1
26	CC(=O)c1c(C)[nH]c(C(=O)CSc2nnc(-c3ccco3)o2)c1C	6.6	1.4	7.0	-1.3	1124	1.1	i	46	-0.29	1111	-5	676	11%	1.1	-0.38	0.078	0.52	i	0.2
27	COCCCNC(=S)NNC(=S)Nc1cccc(Cl)c1	.	.	.	0.8	1180	.	i	26	-0.38	1425	2	744	.	-0.51	-0.29	-0.5	1.5	i	0.5
28	COc1ccc(Oc2nc3c(c(=O)n(C)c(=O)n3C)n2Cc2cccc(OC)c2)cc1	3.4	3.8	10	-6.4	1209	1	i	40	.	.	-2	667	-10%	1.6	0.013	1.3	-0.92	i	0.2
29	Cn1cc([N+](=O)[O-])c(C(=O)NCc2cc3ccccc3[nH]2)n1	1.2	2.5	7.0	.	.	1.1	i	44	-0.15	1292	-12	710	-4%	-1	-0.17	-0.79	0.75	i	0.7

Given screen by screen: 2 of the compounds above
5	Cc1c(Cl)cccc1NC(=S)NCc1ccc(Cl)cc1
6	COC(=O)C1=[N+]([O-])OC(C(=O)OC)C1c1c[nH]c2ccccc12 (stereo not drawn)

entry no. | 5 | 6
MT stabilize HCS | 1.4 | 5.4
MT stabilize HCS Hoechst-high % | 1.9 | 1.3
MT stabilize HCS cytotoxicity % | 7.6 | 9.1
bCat nuc transl | . | -0.4
bCat nuc transl cell count 5 µM | . | 1360
TNAP activators | . | 1
T cell HTS | i | i
T cell HTS vesicle-bound % | 36 | 13
Insulin prom up | . | -1.1
Insulin prom up cell count | . | 1640
Lipid droplet | . | .
Lipid droplet cells 6.5 µM | . | .
PMI inhibitors | . | 1%
Dynein cargo inh | 0.63 | -1.1
Dynein cargo inh cytoplasmic EGFP | 0.061 | -0.045
Dynein cargo inh nuclear GR-EGFP | 1 | -0.35
Dynein cargo inh cell count | 0.55 | -0.17
Myeloid diff MLP | i | i
Myeloid diff MLP GFP+ MAC1+ % | 0.5 | 6.7
